Compound activity from PubChem.
PHOSPHO1 block = PHOSPHO1 (human) inhibition. Q8TCT1. recombinant PHOSPHO1, absorbance phosphatase assay. inhibition, % at 13.3 µM. hit rate 1.1% among 290,000. AID 1565; in the data active = inhibition above about 60%
Target sequence (Q8TCT1 whole entry, looked up): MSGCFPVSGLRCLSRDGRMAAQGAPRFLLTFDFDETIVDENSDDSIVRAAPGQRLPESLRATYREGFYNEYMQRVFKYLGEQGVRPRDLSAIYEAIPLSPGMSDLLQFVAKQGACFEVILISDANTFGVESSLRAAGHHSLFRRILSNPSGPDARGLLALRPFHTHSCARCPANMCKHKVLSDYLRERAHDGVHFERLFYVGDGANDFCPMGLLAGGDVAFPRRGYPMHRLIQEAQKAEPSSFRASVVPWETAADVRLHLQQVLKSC
IMP-1 inhibitor = blocks Pseudomonas aeruginosa IMP-1 metallo-beta-lactamase; inhibition, % at 5.6 µM; purified IMP-1, nitrocefin hydrolysis, epi-absorbance fluorescence; hit rate 0.45% among 290,000;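 active = inhibition above the mean plus 3 SD of all compounds in the same screening run, cut at about 4.5% in these data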;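 also: 0% = IMP-1 with DMSO and 100% = DMSO wells lacking enzyme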
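System – purified recombinant IMP-1 beta-lactamase · Input – IMP-1 dispensed at 0.2 nM · Timing – 15 min preincubation plus 25 min reaction at 25 °C · Signal – Epi-absorbance fluorescence, 480 nm excitation, 530 nm emission · Measure – percent IMP-1 inhibition derived from blank-referenced optical density · Controls – Enzyme-plus-DMSO low control, enzyme-free DMSO high control · Replication – singlicate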
IDE act = IDE (human) activation, cell-based; P14735; HEK cells, FAbeta-B cleavage, fluorescence polarization; 0% vehicle, 100% cell-free pure enzyme wells; activation, % at 5.96 µM; hit rate 0.073% among 340,000; AID 493087;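 active = activation above the mean of all tested compounds plus 3 SD, set per screening campaign, cut at about 17% in these data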
NS3 helicase inh = inhibitors of Hepatitis C virus NS3 helicase. NS3 helicase DNA unwinding, Cy5 molecular beacon fluorescence. inhibition, % at 10.9 µM. hit rate 0.56% among 290,000. AID 1800;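 active = inhibition above the mean of all tested compounds plus 3 SD, set per campaign, cut at about 35% in these data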;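 also: 0% = DMSO wells and 100% = thioflavine S control wells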
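Test system: hepatitis C virus NS3 helicase domain fragment enzyme. Also added: annealed dual-labelled DNA beacon duplex, ATP-started. Timing: 60 min unwinding reaction at 25 °C after ATP addition. Technique: Cy5 fluorescence. Measure: % inhibition of unwinding.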
FID counter = counter-screen for HCV NS3 helicase inhibitors: DNA intercalator displacement; DNA fluorescent intercalator displacement, fluorescence; hit rate 0.17% among 290,000; inhibition, % at 7.9 µM; AID 1845; in the data active = inhibition above about 37%;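 also: 0% = vehicle and 100% = reference compound; higher means more ethidium bromide displaced from hairpin DNA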
pCIP destab = compounds decreasing mouse p/CIP protein stability | hit rate 0.01% among 290,000 | Q05BA5 | decrease of EGFP signal, % at 10 µM | F442A p/CIP-EGFP cells, EGFP fluorescence, 16 h;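 active = EGFP signal decrease of at least 30% at 10 µM or well 3 SD below plate mean, unless failing retest; inactive = the rest, including hits failing retest or dose response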; also: some compounds called inactive have numbers as strong as hits; many of its hits are not listed in these tables
UBC9 SUMO inh = inhibitors of human SUMOylation (UBC9); P63279; HTRF SUMOylation assay, SAE1/SAE2 + UBC9, in vitro; inhibition, % at 35 µM; hit rate 0.36% among 290,000; AID 2006; in the data active = inhibition above about 50%, passing the limit was not always enough; also: strong numbers were not always called active
Target sequence (P63279 whole entry, looked up): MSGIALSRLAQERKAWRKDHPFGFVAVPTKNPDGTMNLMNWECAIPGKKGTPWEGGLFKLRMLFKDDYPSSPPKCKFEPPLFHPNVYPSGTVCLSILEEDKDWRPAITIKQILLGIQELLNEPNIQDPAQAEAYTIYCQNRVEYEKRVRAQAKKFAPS
MEKK3 PB1 HTS = MEKK3-MEK5 PB1 interaction, increase or decrease. Q99759. bead-based flow cytometry, Alexa488-MEK5 binding to MEKK3; actives lie on both sides; 0 = blocked by unlabeled MEK5, 100 = vehicle. binding response (% of control), % at 10 µM. hit rate 1.4% among 290,000. AID 1529;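 active = binding response more than 3 SD above or below the average of its plate-row segment, actives on both sides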;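 also: Alexa488 bead fluorescence after subtracting the streptavidin-only scavenger bead signal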
Target sequence (Q99759 whole entry, looked up): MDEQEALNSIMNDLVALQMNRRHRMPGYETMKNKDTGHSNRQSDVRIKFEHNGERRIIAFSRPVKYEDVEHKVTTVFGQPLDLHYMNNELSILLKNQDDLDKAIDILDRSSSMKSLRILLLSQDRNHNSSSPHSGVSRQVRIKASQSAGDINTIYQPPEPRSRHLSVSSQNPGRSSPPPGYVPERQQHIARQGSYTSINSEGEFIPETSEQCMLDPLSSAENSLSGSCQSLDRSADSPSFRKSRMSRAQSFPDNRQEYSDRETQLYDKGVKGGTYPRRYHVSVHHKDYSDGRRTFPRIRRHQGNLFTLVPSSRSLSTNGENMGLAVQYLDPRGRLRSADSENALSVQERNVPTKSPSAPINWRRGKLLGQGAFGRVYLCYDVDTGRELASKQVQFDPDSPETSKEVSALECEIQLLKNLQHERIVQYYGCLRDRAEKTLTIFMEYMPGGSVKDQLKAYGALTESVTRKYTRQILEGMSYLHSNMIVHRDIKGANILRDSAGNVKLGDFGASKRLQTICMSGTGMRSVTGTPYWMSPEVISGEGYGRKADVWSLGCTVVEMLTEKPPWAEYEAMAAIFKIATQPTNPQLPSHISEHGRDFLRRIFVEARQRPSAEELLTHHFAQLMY
VIM-2 inhibitor = inhibitors of Pseudomonas aeruginosa VIM-2 metallo-beta-lactamase. inhibition, % at 5.6 µM. hit rate 0.89% among 290,000. AID 1527. purified VIM-2, nitrocefin hydrolysis, epi-absorbance fluorescence;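 active = inhibition above the mean of all tested compounds plus 3 SD, cutoff set per screening run, cut at about 7.5% in these data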;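 also: red hydrolysis product quenches plate fluorescence so inhibitors raise well fluorescence; 0% = enzyme with DMSO and 100% = DMSO without enzyme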
* hit, by the source's call; / = not tested or not shown. This is a subset; the hit share may differ from the screen's.

1) CC(/C=C/c1ccc2c(c1)OCO2)=N\NC(=O)C(O)c1ccccc1 (stereo not given)
2) COc1cc(Cl)cc(/C=C/c2ccc3ccccc3n2)c1OC(C)=O
3) COc1ccc([N+](=O)[O-])cc1CSc1ccccn1
4) CCOC(=O)c1cc2c(=O)[nH]c(C(Cl)(Cl)Cl)nc2o1
5) COc1ccc(C(=O)Nc2nc3cc4c(cc3s2)OCCO4)c(OC)c1
6) CCOC(=O)c1nc(N)sc1C(=O)OCC
7) CC1(C(=O)OCC(=O)NCCNC(=O)COC(=O)C2(C)CC2(Cl)Cl)CC1(Cl)Cl (stereo not given)
8) O=C(COC(=O)c1cc(=O)c2ccccc2o1)Nc1ccc2ccccc2c1

Screen / compound no.,1,2,3,4,5,6,7,8
PHOSPHO1 block,-4,-2,-169,9,11,27,24,-5
IMP-1 inhibitor,-3.9,-2.2,-2.4,-4.2,-1.2,0.1,-3.1,-0.7
IDE act,0,-10,-3,5,10,4,3,-5
NS3 helicase inh,-1,0,-11,-2,17,-9,3,8
FID counter,-12,5,2,-2,0,-1,-25,-8
pCIP destab,-10,4,11,16,-5,-13,20,-6
UBC9 SUMO inh,2,-10,6,19,34,18,8,4
MEKK3 PB1 HTS,96,106,104,99,96,107,104,98
VIM-2 inhibitor,-4.1,-4.8,-0.7,-2.8,-2.5,0.4,-3.9,0.8

9) O=C(CC1Sc2ncnn2C1=O)Nc1ccc(Cl)cc1 (stereo not given)
10) O=C(CN1CCN(c2ccccc2)CC1)Nc1ccccc1Cl
11) CC1=CCC2C(=O)N(CCc3c[nH]c4ccccc34)C(=O)C2C1 (stereo not given)
12) CC(C)C(NS(=O)(=O)c1ccc2c(c1)OCCO2)C(=O)NCCc1ccccn1 (stereo not given)
13) COC(=O)c1ccc2c(=O)n(CCCCCC(=O)O)c(=O)[nH]c2c1
14) O=C(Nc1ccccc1N1CCCC1)c1ccc([N+](=O)[O-])cc1Cl
15) O=C(CCN1C(=O)c2cccnc2C1=O)NC1CCCCCC1
16) COC(=O)C1(c2ccccc2)NC(c2ccc(O)cc2)C2C(=O)N(c3ccc4c(c3)OCO4)C(=O)C21 (stereo not given)

Screen / compound no.,9,10,11,12,13,14,15,16
PHOSPHO1 block,4,23,6,7,-19,34,-3,5
IMP-1 inhibitor,-1.2,-0.6,-2.0,-3.6,-1.0,-0.4,-0.5,-0.6
IDE act,/,-1,2,3,3,-3,1,-4
NS3 helicase inh,13,4,9,-4,-4,-1,1,-7
FID counter,-18,-13,-10,-1,-2,3,1,-24
pCIP destab,-5,5,-8,-5,8,-12,-13,-11
UBC9 SUMO inh,-4,-15,-19,22,2,9,0,22
MEKK3 PB1 HTS,95,84,78,97,95,93,104,94
VIM-2 inhibitor,-0.7,-1.0,1.8,-3.0,-1.0,3.2,1.1,0.2

17) Cn1nnc2cc(NC(=O)NCc3ccc4c(c3)OCO4)ccc21
18) CC1(C)C(=O)Nc2ccccc2N1C(=O)COC(=O)c1cc(S(=O)(=O)N2CCOCC2)ccc1F
19) O=C(NCCc1ccccc1)c1cccc2c1C(=O)N(C1CCCCC1)C2
20) O=S(=O)(NN1CCOCC1)c1ccc(Br)cc1
21) Cc1cc(C)c[n+](CC(=O)c2c(C)cc(C)c([N+](=O)[O-])c2C)c1
22) COc1ccc(-n2nnnc2SCC(=O)Nc2ccccc2N2CCOCC2)cc1OC
23) Cc1cc(C)nc(N2CCC(C(=O)NCc3ccccc3F)CC2)n1
24) CCOc1cc(/C=N/N=C/c2ccc(O)c(OCC)c2)ccc1O

Screen / compound no.,17,18,19,20,21,22,23,24
PHOSPHO1 block,-25,4,13,/,/,41,16,18
IMP-1 inhibitor,0.9,-1.9,0.2,-1.6,-4.6,-2.1,0.0,-0.5
IDE act,2,6,6,4,3,-5,-1,2
NS3 helicase inh,-5,10,-3,4,-6,3,2,-4
FID counter,-4,-5,-20,-3,13,-36,0,-19
pCIP destab,-6,10,-4,-3,-7,-18,6,1
UBC9 SUMO inh,20,9,/,9,1,4,6,-11
MEKK3 PB1 HTS,103,101,99,100,103,104,94,104
VIM-2 inhibitor,0.6,-1.6,-0.1,-2.9,-3.5,-4.0,-3.2,0.6

4 records drawn at random from those above:
22) COc1ccc(-n2nnnc2SCC(=O)Nc2ccccc2N2CCOCC2)cc1OC
17) Cn1nnc2cc(NC(=O)NCc3ccc4c(c3)OCO4)ccc21
18) CC1(C)C(=O)Nc2ccccc2N1C(=O)COC(=O)c1cc(S(=O)(=O)N2CCOCC2)ccc1F
19) O=C(NCCc1ccccc1)c1cccc2c1C(=O)N(C1CCCCC1)C2

Screen / compound no.,22,17,18,19
PHOSPHO1 block,41,-25,4,13
IMP-1 inhibitor,-2.1,0.9,-1.9,0.2
IDE act,-5,2,6,6
NS3 helicase inh,3,-5,10,-3
FID counter,-36,-4,-5,-20
pCIP destab,-18,-6,10,-4
UBC9 SUMO inh,4,20,9,/
MEKK3 PB1 HTS,104,103,101,99
VIM-2 inhibitor,-4.0,0.6,-1.6,-0.1

(more compounds)
25) O=C(NCCN1Cc2ccccc2C1=O)c1cccs1
26) O=C(Cc1c[nH]c2ccccc12)NCc1cccs1
27) CCOC(=O)C1=C(Cc2ccc(Cl)cc2)C(=O)c2ccccc2C1=O
28) O=[N+]([O-])c1ccc(/C=N/Nc2ncc(Br)cn2)cc1
29) C=CCSC1=C(C#N)C(c2cc(Br)c(O)c(OC)c2)CC(=O)N1 (stereo not given)
30) O=C(c1ccco1)N1CCN(S(=O)(=O)c2ccc3c(c2)OCCO3)CC1
31) O=C(CSc1nc(-c2ccccc2)nc2ccc(F)cc12)Nc1cccc(C(=O)O)c1
32) CCC(=O)Nc1ccc(C(=O)N/N=C/c2cccnc2)cc1

Screen / compound no.,25,26,27,28,29,30,31,32
PHOSPHO1 block,23,-14,-20,34,-13,6,28,-29
IMP-1 inhibitor,-0.9,-2.4,-1.1,-5.0,-4.2,0.1,-2.5,-5.4
IDE act,8,2,-23,-2,4,-2,0,7
NS3 helicase inh,4,13,14,-4,2,-3,3,-6
FID counter,4,-2,-3,2,-2,-6,-2,-11
pCIP destab,-3,-12,-26,2,-3,-1,-11,-15
UBC9 SUMO inh,0,1,15,-13,1,13,19,-7
MEKK3 PB1 HTS,101,136*,104,103,89,104,103,97
VIM-2 inhibitor,-0.5,-4.2,-0.9,-4.3,-3.2,2.2,-2.4,-3.6

33) Cc1ccc(Sc2c([N+](=O)[O-])c(C)nn2C)cc1
34) Cc1ccccc1NS(=O)(=O)c1ccc(C)c(NS(C)(=O)=O)c1C
35) CCCC(=O)OCCn1c(Br)nc2c1c(=O)[nH]c(=O)n2C
36) O=C(CSc1nc2ccccc2[nH]1)Nc1ccccc1N1CCOCC1
37) CS(=O)(=O)N(Cc1nc2sc3c(c2c(=O)[nH]1)CCCC3)C1CCCCC1
38) O=C(CN1CCCC1)NC(c1ccccc1)c1ccccc1
39) O=C(NCc1cccnc1)Nc1ccccc1F
40) CC(C)NC(=O)COC(=O)c1ccc(O)cc1

Screen / compound no.,33,34,35,36,37,38,39,40
PHOSPHO1 block,16,52,-4,22,/,10,29,3
IMP-1 inhibitor,-1.3,-0.9,-3.0,-1.3,-2.6,-0.8,-0.3,-1.2
IDE act,-1,-1,1,3,/,1,6,-1
NS3 helicase inh,-7,0,3,-6,5,6,6,-6
FID counter,-3,-4,2,-15,-10,10,3,5
pCIP destab,-2,0,-4,-11,/,-4,-8,6
UBC9 SUMO inh,11,14,19,4,/,21,-2,17
MEKK3 PB1 HTS,100,99,100,100,98,109,95,/
VIM-2 inhibitor,-1.5,-1.0,-1.9,-0.8,-3.9,-1.9,-2.7,-3.0

41) Cc1cc(C)n(CC(O)COc2ccccc2C)n1 (stereo not given)
42) CCOCc1nnc(NC(=O)CSc2ccc(C)cc2)s1
43) COC(=O)CC1=NN(c2ccc(OC)cc2)C(=O)/C1=C\c1ccc(Cl)cc1
44) Cc1cc(C)nc(NS(=O)(=O)c2ccc(NC(=O)Nc3ccccc3)cc2)n1
45) Cc1nc(N)sc1-c1csc(Nc2cccc(C(=O)O)c2)n1
46) COc1ccc2[nH]c(=O)c(CN(c3ccc(C)c(C)c3)S(C)(=O)=O)cc2c1
47) CNC(=O)c1c(Cl)cnn1-c1ccccc1
48) O=C(O)CCCCCNC(=O)CSc1nnc(-c2ccco2)n1-c1ccccc1

Screen / compound no.,41,42,43,44,45,46,47,48
PHOSPHO1 block,-13,2,11,28,34,-31,23,27
IMP-1 inhibitor,-2.7,-2.3,-2.5,-1.6,-1.7,-3.0,-0.6,-3.2
IDE act,2,0,4,7,-8,-5,/,0
NS3 helicase inh,-3,0,21,8,10,-5,-7,-1
FID counter,-9,-18,-20,-4,-9,-14,-1,-22
pCIP destab,4,-6,-12,-1,-6,-10,-16,3
UBC9 SUMO inh,4,12,13,3,26,7,-1,1
MEKK3 PB1 HTS,87,87,104,115,103,101,99,96
VIM-2 inhibitor,-2.6,-2.3,-0.4,0.2,-2.8,-0.3,-1.2,-1.3

49) CCOCCCNC(=O)C(NC(=O)CNC(C)=O)c1ccc(Cl)cc1 (stereo not given)
50) Cc1ccsc1CN1CCC(C(=O)NCc2ccccc2Cl)CC1
51) Cc1cccc2c3nc4ccccc4nc3n(CCCN3C(=O)c4ccccc4C3=O)c12
52) Cc1c(CC(=O)N2CCC(C(=O)O)CC2)c(=O)oc2cc3c(cc12)CCC1(CCCCC1)O3
53) CCN=C1SC(CC(=O)NCCc2ccc(OC)c(OC)c2)C(=O)N1CC (stereo not given)
54) CCOC(=O)c1cnc(-n2nc(C)cc2C)nc1NC
55) Cc1nn2c(-c3ccncc3)ccnc2c1Cl
56) CCCn1nnnc1NC(=O)c1ccc(C)cc1Cl

Screen / compound no.,49,50,51,52,53,54,55,56
PHOSPHO1 block,6,1,-4,29,46,20,4,33
IMP-1 inhibitor,-2.6,0.2,-4.0,-1.0,-2.8,-3.8,-4.0,-1.9
IDE act,3,5,-2,8,3,1,4,-3
NS3 helicase inh,2,1,10,16,-3,2,3,2
FID counter,-4,7,-4,-31,-13,-1,-5,2
pCIP destab,-4,-5,7,3,-10,-8,-2,-10
UBC9 SUMO inh,14,-9,0,9,14,23,0,4
MEKK3 PB1 HTS,107,96,97,101,109,97,99,107
VIM-2 inhibitor,-1.5,-1.6,-2.5,-2.1,-3.4,8.1*,3.6,-7.4

57) Cc1ccccc1NC1=C(Cl)C(=O)OC1OC(C)C (stereo not given)
58) CC(=O)c1c(C)[nH]c(C(=O)NCCc2ccc(Cl)cc2)c1C
59) OCCCCNCc1ccc(OCc2ccc(Cl)cc2Cl)cc1
60) O=C(CC1Oc2ccccc2NC1=O)NCCCN1CCCC1=O (stereo not given)
61) Cc1nn(-c2ccccc2)c(C)c1/C=N/NC(=O)c1cnccn1
62) Cc1ccc(C)c(NC(=O)CCN2CC(C)OC(C)C2)c1 (stereo not given)

Screen / compound no.,57,58,59,60,61,62
PHOSPHO1 block,19,40,-1,3,32,8
IMP-1 inhibitor,-5.2,-1.7,-1.0,-2.6,-2.9,-2.9
IDE act,-2,8,1,1,2,0
NS3 helicase inh,2,2,-90,-3,0,8
FID counter,-2,-8,30,-2,-17,-1
pCIP destab,0,6,-9,0,-11,2
UBC9 SUMO inh,15,3,5,6,29,-12
MEKK3 PB1 HTS,107,106,110,104,103,102
VIM-2 inhibitor,-2.5,-1.5,1.7,-2.5,-0.6,-2.5
